TIM10 inh = inhibits growth of TIM10 yeast strain | S. cerevisiae TIM10 strain growth, BacTiter-Glo luminescence, 24 h | inhibition, % at 10 µM | actives 1.4% (n = 330,000) | AID 463195;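 active = inhibition of 40% or more at the single tested concentration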;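 note: wild-type TIM10 isogenic control strain grown at permissive 25 °C; 0% = DMSO yeast wells and 100% = minimal medium wells without yeast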
tim23-1 inh = growth inhibitors of tim23-1 mutant yeast | actives 1.3% (n = 330,000) | inhibition, % at 20 µM | S. cerevisiae tim23-1 growth, BacTiter-Glo luminescence, 24 h;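 active = growth inhibition of the mutant yeast at or above 50%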;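 note: temperature-sensitive mutant grown at 25 °C; plate controls were DMSO-treated mutant yeast for no effect and medium wells lacking yeast for full effect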
CXCR6 block = blocks human CXCR6 beta-arrestin recruitment. actives 0.36% (n = 360,000). CHO-K1 PathHunter CXCR6 beta-arrestin, luminescence. inhibition, % at 20 µM; in the data active = inhibition above about 34%, passing the limit was not always enough;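 note: antagonist mode with CXCL16 agonist at 10 nM final; 0% = 10 nM CXCL16 with DMSO and 100% = unstimulated wells without agonist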
Target sequence (O00574 whole entry, looked up): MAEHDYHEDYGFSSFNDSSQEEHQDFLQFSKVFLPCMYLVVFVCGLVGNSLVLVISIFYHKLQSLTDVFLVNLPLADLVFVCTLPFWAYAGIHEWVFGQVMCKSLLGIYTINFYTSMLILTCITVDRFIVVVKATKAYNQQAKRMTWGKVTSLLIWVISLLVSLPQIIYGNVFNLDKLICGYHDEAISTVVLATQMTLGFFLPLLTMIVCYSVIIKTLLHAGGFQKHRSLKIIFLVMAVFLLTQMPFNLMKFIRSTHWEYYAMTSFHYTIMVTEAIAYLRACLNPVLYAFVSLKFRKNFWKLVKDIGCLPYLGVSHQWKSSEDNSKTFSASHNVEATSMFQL
Mdm2-MdmX inh = disrupts the human Mdm2-MdmX interaction; O15151+Q00987; SaOS-2 split-luciferase Mdm2/MdmX complementation, luminescence; inhibition, % at 8 µM; actives 3% (n = 330,000); AID 485346;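 active = inhibition of at least 50% at 8 µM in the primary screen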
APJ agonist = activates the human apelin receptor APJ | P35414 | CHO-K1 APJ PathHunter beta-arrestin, luminescence; 0% DMSO wells, 100% apelin | activation, % at 20 µM | actives 0.11% (n = 330,000);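 active = activation more than six SD over the plate average, tested at 20 µM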;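 note: 0% = DMSO alone and 100% = apelin-13 at 10 nM; some results filed as inactive read as strong as hits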
Target sequence (P35414 whole entry, looked up): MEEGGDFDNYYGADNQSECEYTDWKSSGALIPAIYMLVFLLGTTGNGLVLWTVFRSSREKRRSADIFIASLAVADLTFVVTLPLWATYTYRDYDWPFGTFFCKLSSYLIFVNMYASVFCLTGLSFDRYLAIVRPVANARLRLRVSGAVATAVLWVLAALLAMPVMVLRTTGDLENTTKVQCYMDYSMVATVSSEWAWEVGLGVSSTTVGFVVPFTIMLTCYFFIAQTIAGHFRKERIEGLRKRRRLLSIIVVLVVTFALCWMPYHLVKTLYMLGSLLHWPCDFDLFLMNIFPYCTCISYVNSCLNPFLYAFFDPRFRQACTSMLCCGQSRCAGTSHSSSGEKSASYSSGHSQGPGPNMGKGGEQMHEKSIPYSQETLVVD
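Assay system: CHO-K1 cells stably expressing ProLink-tagged human APJ and arrestin–beta-gal acceptor. Compound dosing: 20 µM single point, 1% DMSO. Times: 16-18 h seeding, 90 min dark compound exposure, 60 min detection. Detection: beta-gal luminescence. Evaluation: APJ–arrestin association signal. Controls: negative DMSO alone, positive Apelin-13 at 10 nM.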
tim10-1 inh = inhibits growth of tim10-1 mutant yeast. S. cerevisiae tim10-1 ts strain growth, BacTiter-Glo, 24 h. inhibition, % at 20 µM. actives 2.2% (n = 330,000). AID 463190;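 active = inhibition of at least 40%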;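 note: mutant grown at 25 °C; 0% = DMSO wells with yeast and 100% = wells holding no yeast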
XBP1 UPR activ = activators of adaptive arm of unfolded protein response (XBP1); actives 0.33% (n = 330,000); activation, % at 20 µM; CHO-XBP1 luciferase reporter, IRE1-XBP1 UPR activation, luminescence; percent of tunicamycin response, DMSO as zero;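 active = versus positive control, 20 µM dose yields 30% or more activation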;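 note: 100% = tunicamycin at 10 µg/mL and 0% = DMSO only wells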
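Material: CHO cell line with stable XBP1 luciferase reporter; schedule: 16-18 h cell attachment at 37 °C, then 6 h compound exposure; signal: glow luminescence from Steady-Glo reagent; medium: serum-containing F12 medium, 10% FBS; benchmarks: tunicamycin 10 µg/mL and vehicle-only wells; read-out: percent activation relative to tunicamycin reference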
APJ antag = blocks the human apelin receptor APJ; AID 2521; CHO-K1 APJ beta-arrestin complementation, luminescence; P35414; actives 0.32% (n = 330,000); inhibition, % at 20 µM;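 active = inhibition above about 40% at 20 µM, limit read from the data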;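 note: cells challenged with 10 nM apelin-13 agonist together with compound; plate controls were apelin-13 plus DMSO wells for no effect and DMSO wells lacking apelin-13 for full effect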
CHOP UPR activ = activators of apoptotic arm of unfolded protein response (CHOP); CHO-CHOP luciferase reporter, UPR activation, luminescence; percent of tunicamycin response over DMSO baseline; activation, % at 10 µM; actives 0.34% (n = 330,000);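 active = at 10 µM dose, activation of 40% or more, normalized to positive control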;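 note: 100% = tunicamycin at 10 µg/mL and 0% = DMSO alone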
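Assay system: CHO cells with stable CHOP pathway luciferase reporter; Buffer or medium: F12 plus 10% serum; Times: 16-18 h cell attachment, then 6 h compound exposure, 37 °C; Signal: luciferase luminescence; Read-out basis: percent activation relative to tunicamycin control; Control set: tunicamycin high control, DMSO low control.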
* = called active by the depositor; & = joins results of further samples.

SMILES	TIM10 inh	tim23-1 inh	CXCR6 block	Mdm2-MdmX inh	APJ agonist	tim10-1 inh	XBP1 UPR activ	APJ antag	CHOP UPR activ
CC1=C(C(=O)OCc2ccccc2)C(c2cccnc2)c2c(n(C)c(=O)n(C)c2=O)N1 (configuration not stated)	33	12	3&5	18	1	9	0	-28	-1.2
O=C(COC(=O)c1ccc([N+](=O)[O-])cc1)Nc1cccnc1Cl	-2	-2	-17	17	14	-13	-3	-51	0.0
Cc1cc(Br)c(NC(=O)COC(=O)CSc2nnc(-c3ccc(Cl)cc3)o2)c(Br)c1	-9	-16	2	-11	-3	-2	-3	-8	0.7
Cc1ccc(NC(=O)C(=O)NCCCN2CCOCC2)c(C)c1	-9	12	-2	9	-3	-8	0	3	-1.6
COc1ccc(OC)c(C(c2nnnn2CC2CCCO2)N2CCN(C)CC2)c1 (configuration not stated)	-11	4	0	29	2	-1	-1	-1	-2.2
CN(C)c1nnc(-c2ccc(Cl)cc2)o1	3	10	12	9	0	-10	1	-6	1.5
Cc1cccc(OCc2nnc(SCC(=O)Nc3cccc(C(=O)N4CCOCC4)c3)n2C)c1C	-3	11	-4	27	-1	14	-1	-10	0.3
C#CCOCCOCCOCCNc1nc(N2CCN(C(=O)[C@H]([C@@H](C)CC)n3cc([C@@H](N)Cc4ccc(O)cc4)nn3)CC2)nc(N2CCN(C(=O)[C@H](CCCCN)n3cc([C@@H](N)C(C)CC)nn3)CC2)n1 (some centres not stated)	-12	10	1	8	-1	1	0	26	0.5
CCN1C(=O)/C(=C/C=C2/Sc3ccc4ccccc4c3N2CCO)SC1=S	5	14	9	14	-3	22	27	27	23
COc1ccc(-c2cc(C(=O)Nc3cc(C)on3)no2)cc1	0	19	-1	-5	-6	-9	-1	6	1.0
Cc1cc(C)nc(N2CCCC(C(=O)NC3CC3)C2)n1 (configuration not stated)	-25	13	0	12	1	27	-1	-16	0.6
O=C(Nc1ccc(Cl)c([N+](=O)[O-])c1)c1cnccn1	8	2	-1	-4	-7	0	-1	10	1.8
CCN1CCN(c2ccc(S(=O)(=O)N3CCOCC3)cc2NC(=O)c2ccc(Cl)s2)CC1	-8	-35	8	27	-1	-30	-4	-21	1.9
COCC(=O)NC(c1ccccc1)c1ccccc1	17	10	-3	35	-2	20	-1	1	2.2
O=C(CSc1nc2ccccc2o1)N1c2ccccc2Sc2ccc(C(F)(F)F)cc21	12	17	1	-1	0	28	-1	12	2.3
COc1ccc(C(=O)Nc2ccc3oc(Cc4ccc(Cl)cc4)nc3c2)cc1OC	6	29	1	14	0	14	-1	-62	4.8
Cc1cc(C)cc(Nc2cc(=O)n(C3CCCCC3)c(=O)[nH]2)c1	-17	16	-8	51*	-2	12	-6	9	-0.5
CCOc1ccccc1N1CCN(S(=O)(=O)c2ccc3c4c(cccc24)C(=O)N3)CC1	15	6	6	28	6	20	-1	-4	-1.1
COc1cc(CNC(=O)CCC(=O)N2C[C@H]3C[C@H](C2)c2cccc(=O)n2C3)cc(OC)c1OC	-2	-3	3	20	-2	-11	-4	8	-0.3
O=S(=O)(/N=C(/Nc1ccccn1)c1ccccc1)c1ccc(F)cc1	2	12	1	-10	-3	8	0	6	-0.1
CC1CCN(S(=O)(=O)c2ccc3c(c2)oc(=O)n3CC(=O)NCc2ccc3c(c2)OCO3)CC1	-18	5	-7	31	-1	4	-4	-11	2.1
Cc1ccc(C)c2c3c([nH]c12)-c1nonc1CC3	16	22	-11	18	-1	39	0	-15	-2.9
Cc1ccc(NC(=O)CN(C)C(=O)Cn2nnc(-c3ccccc3C)n2)cc1	-7	16	-2	-2	-6	-1	-4	2	0.4
Cc1ncc(S(=O)(=O)c2ccc(Cl)cc2)c(-c2ccccc2)n1	0	12	12	28	-3	15	-4	0	-2.4
COc1ccc(Nc2nc(NN)nc(Nc3ccc(OC)cc3)n2)cc1	39	45	10	19	-2	33	-2	1	2.1
CCC(COC(C)=O)Nc1nc2c([nH]1)c(=O)n(C)c(=O)n2C (configuration not stated)	13	11	3	8	-1	11	-3	7	0.4
O=C(CSc1nnc(-c2ccccc2F)n1CCc1ccccc1)Nc1ccc2[nH]c(=O)[nH]c2c1	-2	-11	-2	13	-1	3	-3	-2	1.8
C(=C\c1cc(/C=C/c2ccccc2)ncn1)/c1ccccc1	-8	18	-7	-54	-5	11	1	1	3.2
COc1cccc(C(=O)O[C@H]2[C@H](Cc3ccccc3)NS(=O)(=O)[C@H]3C[C@@H]4C=C[C@]23O4)c1	3	9	0	-15	-2	17	0	0	0.6
CCOC(=O)CCNC(=O)CCNC(=O)C(c1ccccc1)c1ccccc1	-6	-18	-12	21	-2	-2	1	-13	4.7
Cc1ncsc1C(=O)N1CCCC(CNS(=O)(=O)c2cccs2)C1 (configuration not stated)	-12	8	0	-10	-1	-18	3	12	3.0
CC(Oc1ccc(Cl)cc1)c1ccnn1S(=O)(=O)c1ccc(Cl)cc1 (configuration not stated)	15	13	8	21	-19	20	-1	15	-0.3
COc1ccc(N2CCN(C(=O)CCC(=O)c3cc(C)sc3C)CC2)cc1	6	10	1	2	-4	7	-2	-11	-1.1
COc1ccc(NC(=O)COC(=O)CNS(=O)(=O)c2ccc(C)cc2)c(OC)c1	-23	1	2	0	-4	10	0	-23	3.3
COCCNC(=O)CC(=O)N/N=C/c1ccc(C(=O)OC)cc1	2	4	0	16	-2	4	-1	-6	0.3
Cc1cccc(Cl)c1NNC(=O)Nc1c([N+](=O)[O-])c(C)nn1C	0	6	2	20	-2	13	-5	-1	-2.4
C/C(Cl)=C\Cn1c(Nc2ccccc2)nc2c1c(=O)n(C)c(=O)n2C	17	12	-4	4	0	18	0	6	1.4
Cc1cc(Cl)ccc1N(CC(=O)NCCSCc1ccco1)S(C)(=O)=O	7	15	1	15	6	22	1	16	-0.9
O=C(N/N=C/c1cccnc1)c1ccc(F)cc1	7	-5	2	-17	2	3	1	-6	1.4
CC1(c2nnc(-c3cccc(Cl)c3)o2)CC(c2ccc(OC(F)(F)F)cc2)=NO1 (configuration not stated)	-1	7	12	6	-6	4	0	-6	0.7
CCOc1ccc(NC(=O)CSc2nc(-c3cccs3)cc(C(F)(F)F)n2)c([N+](=O)[O-])c1	-15	-20	-28	45	1	13	4	18	2.7
COC(=O)C1=C(C)N(C)C(=S)NC1c1ccc(OC)cc1OC (configuration not stated)	9	-2	-3	10	-3	26	-2	-7	-2.8
Nc1ccc(-c2ccc(N)cc2C(F)(F)F)c(C(F)(F)F)c1	-25	4	3	26	-1	10	-2	-21	0.7
Cc1oc(-c2ccccc2F)nc1CS(=O)CC(=O)NCCN1CCCCC1C (configuration not stated)	7	-1	-9	-3	3	-4	-4	11	0.2
CCOC(=O)C1=C(COC(=O)c2ccc(C)s2)NC(=O)NC1C (configuration not stated)	-9	-9	0	19	0	-11	0	4	0.6
Cc1cc2c(c(C)nn2-c2ccccc2)c(=O)o1	-11	8	-10	23	0	11	1	-23	0.4
CCOc1ccc(CN(C)C(=O)CNC(=O)c2sc3ccccc3c2Cl)cc1	-8	7	3	0	-5	-8	-1	6	4.3
O=C(c1ccco1)N1CCN(C(=O)c2ccc(-c3ccc([N+](=O)[O-])cc3)o2)CC1	7	25	-7	3	0	15	-1	9	1.1
CC1CCCC(C)N1C(=O)CSc1ncccn1 (configuration not stated)	-6	23	-7	-12	3	22	-3	10	0.6
COc1ccc(NC(=O)CC(c2ccc(F)cc2)c2ccc(OC(C)C)cc2)cc1 (configuration not stated)	19	23	-2	0	-1	11	-1	-3	-0.4
Cc1ccc(N2CCN(CC(O)COc3ccc([N+](=O)[O-])cc3)CC2)cc1 (configuration not stated)	2	-37	-5	13	-1	-16	0	5	-0.9
O=C(CSc1nnc(C2CC2)n1C1CC1)c1ccc(Br)s1	16	31	2	-42	0	14	2	14	3.2
Cc1ccnc(N2C3CCC2CC(O)(c2ccccc2)C3)n1 (configuration not stated)	3	2	7	31	-4	15	-2	6	-0.3
CCN(C[C@H]1N[C@@](CC)(C(=O)OC)[C@H]2C(=O)N(Cc3ccccc3)C(=O)[C@@H]12)C(=O)COc1ccccc1	15	11	-4	1	-3	4	-1	-1	-0.8
Cc1ccc(NC(=O)C2C3CCCC2C3c2ccccc2)cc1 (configuration not stated)	3	6	2	-13	2	11	0	6	0.1
CN(C)C/C=C/C(=O)Nc1cccc(-c2c[nH]c3ncnc(Oc4ccc(NC(=O)CC(=O)Nc5ccc(F)cc5)cc4F)c23)c1	-6	-10	5	68*	-2	-10	-3	22	-1.3
O=C1NC(c2ccc(Br)cc2)Nc2sc3c(c21)CCC3 (configuration not stated)	-4	21	-7	-4	2	1	0	6	4.9
CCN(CC)C(=O)CSc1nc2ccc(NC(=O)CSc3nnc(COc4ccccc4C)n3C)cc2s1	14	-2	-12	35	1	2	-1	8	-3.8
O=C(O)C1CCC(c2ccc(-c3ccccc3)cc2)CC1 (configuration not stated)	-8	25	4	-54	-1	8	-2	-11	2.0
Cc1ccc(S(=O)(=O)N(CC(=O)N2CCC(C(N)=O)CC2)c2cccc(C(F)(F)F)c2)cc1	11	-9	1	9	-4	-4	2	15	1.2
More structures:
SMILES	TIM10 inh	tim23-1 inh	CXCR6 block	Mdm2-MdmX inh	APJ agonist	tim10-1 inh	XBP1 UPR activ	APJ antag	CHOP UPR activ
CCOCCCNC(=O)C(c1ccc(Cl)cc1)N1CCC2(CC1)OCCO2 (configuration not stated)	12	14	2	-17	-1	16	-1	-3	-1.4
CN(CC(=O)Nc1ccc(F)c(F)c1F)C(=O)c1ccc2c(c1)S(=O)(=O)N=C1CCCCCN12	-6	-17	-2	14	-5	-5	-1	-8	-0.8
O=C1c2c([N+](=O)[O-])cc([N+](=O)[O-])cc2S(=O)N1Cc1ccccc1 (configuration not stated)	-3	17	-21	15	3	3	-4	-3	1.4
O=C(CCN1C(=O)c2ccccc2C1=O)OCN1C(=O)c2ccccc2C1=O	7	15	3	3	-2	1	3	14	0.4

Only CXCR6 block (four entries from above):
molecule | CXCR6 block
CCOCCCNC(=O)C(c1ccc(Cl)cc1)N1CCC2(CC1)OCCO2 (configuration not stated) | 2
CN(CC(=O)Nc1ccc(F)c(F)c1F)C(=O)c1ccc2c(c1)S(=O)(=O)N=C1CCCCCN12 | -2
O=C1c2c([N+](=O)[O-])cc([N+](=O)[O-])cc2S(=O)N1Cc1ccccc1 (configuration not stated) | -21
O=C(CCN1C(=O)c2ccccc2C1=O)OCN1C(=O)c2ccccc2C1=O | 3

Source: PubChem (Sanford-Burnham Center for Chemical Genomics)

This is a subset (hit frequency here may not be typical).
